# Assay outcomes deposited in PubChem BioAssay by National Center for Advancing Translational Sciences (NCATS).
# Tau FP inhib: inhibitors of human tau fibril formation | P10636 | K18 P301L tau heparin fibrillization, Alexa594 FP, 6 h | Potency, µM (highest dose often 57.7 µM), for inactives: at the top dose activity, negative = inhibition, usual class: inhibitors | 0.39% of 280,000 active; further: on the % scale 0 is the no-effect control and ±100 the full control effect; nearly all actives have a fitted effect of over 55% in size
#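 FP of Alexa 594-tau after heparin (20 uM) induction. Substrate: human K18 P301L, 15 uM unlabeled, 0.24 uM labeled. Buffer 100 mM sodium acetate pH 7. 6 hr, 37 C.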
# Tau fluor cs: counter-screen for tau fibril formation inhibitors; tau K18 P301L Alexa594 fluorescence, heparin fibrillization; 0.93% of 280,000 active; Potency, µM (doses to about 57.7 µM), for the others: at the highest dose activity change, negative = decrease; further: on the % scale 0 is the no-effect control and ±100 the full control effect; nearly all actives have a fitted effect of over 55% in size
#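 Human tau K18 P301L (15 uM unlabeled, 0.24 uM Alexa 594-labeled) in 100 mM sodium acetate pH 7 with 20 uM heparin, 6 hr at 37 C. ThT 30 uM added, 1 hr ambient; Alexa 594 FP and total fluorescence read at 555/632 nm.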
# HTT ATP protect: Huntington cell model cytoprotection by ATP luminescence | PC12 HTT-Q103 induced, cytoprotection, ATP luminescence, 40 h | Potency, µM (series often up to 56.4 µM), for the others: cytoprotection (ATP increase), hits mostly activators | 0.14% of 230,000 active | AID 1471;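 further: % of control where 0% means no effect; nearly all actives have a fitted effect of over 45% in size; toxic huntingtin expression switched on by the ecdysone agonist tebufenozide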
#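 Compounds added alongside 100 nM tebufenozide, which induces toxic Q103 huntingtin exon 1-GFP in stable PC12 cells; surviving cells quantified by luminescent ATP measurement. Medium: phenol red-free DMEM, 5% equine and 5% calf serum.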
# RECQ1 helicase: RECQ1 (human) helicase inhibition. Potency, µM (doses to about 57.3 µM), inactives show at the top dose activity, negative = inhibition, actives largely listed as inhibitors. P46063. RECQ1 DNA unwinding, red fluorescence kinetic read. 0.54% of 240,000 active;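 further: plate controls were vehicle for no effect and no enzyme for full effect; nearly all actives have a fitted effect of over 30% in size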
# Target sequence (P46063 whole entry, looked up): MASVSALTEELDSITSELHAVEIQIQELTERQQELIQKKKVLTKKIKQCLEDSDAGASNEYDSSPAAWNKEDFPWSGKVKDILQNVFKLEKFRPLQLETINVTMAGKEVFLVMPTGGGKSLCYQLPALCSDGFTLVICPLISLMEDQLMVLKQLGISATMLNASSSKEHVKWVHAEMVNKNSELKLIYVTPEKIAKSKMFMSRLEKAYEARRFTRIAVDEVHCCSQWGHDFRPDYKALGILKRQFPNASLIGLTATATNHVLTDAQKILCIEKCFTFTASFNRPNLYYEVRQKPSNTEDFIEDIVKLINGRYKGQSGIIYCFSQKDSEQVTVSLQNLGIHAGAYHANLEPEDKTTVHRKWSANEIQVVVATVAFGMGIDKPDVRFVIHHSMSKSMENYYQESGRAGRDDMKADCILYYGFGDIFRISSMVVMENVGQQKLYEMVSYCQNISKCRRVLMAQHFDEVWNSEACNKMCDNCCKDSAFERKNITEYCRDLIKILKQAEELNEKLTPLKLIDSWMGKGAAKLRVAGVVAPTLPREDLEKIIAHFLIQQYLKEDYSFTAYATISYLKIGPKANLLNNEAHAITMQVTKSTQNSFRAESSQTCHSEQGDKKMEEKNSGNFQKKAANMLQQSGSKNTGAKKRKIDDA
#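 RECQ1T1 50 nM; forked duplex (20 bp + 30-nt ss tails) 200 nM, ATP 2 mM final; pH 8.0, 2 mM MgCl2, 2.5 ug/ml poly(dI-dC); 15 min compound preincubation; discontinuous kinetic read over 2 h at RT.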
# L3MBTL1 block: L3MBTL1 (human) inhibition. 0.66% of 230,000 active. AlphaScreen L3MBTL1–H3K9me1 peptide binding. Potency, µM (series often up to 57.1 µM), for inactives: at the top dose activity, negative = inhibition, actives largely listed as inhibitors. AID 485360; further: on the % scale 0 is the no-effect control and ±100 the full control effect; nearly all actives have a fitted effect of over 60% in size
#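 Displacement of a biotinylated histone H3(1-15) peptide monomethylated at Lys9 (75 nM) from L3MBTL1 (50 nM) was measured by AlphaScreen after a 30 min room-temperature compound incubation; cefsulodin titration served as intraplate control.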
# TRb SRC2 PPI: inhibitors of human thyroid hormone receptor beta-SRC2 interaction; P10828; TRbeta-SRC2 peptide binding, fluorescence polarization; receptor liganded with 1 µM T3; Potency, µM (series often up to 106 µM), for inactives: at the top dose activity change, negative = inhibition, usual class: inhibitors; 0.065% of 280,000 active; AID 1469;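 further: plate controls were bound peptide for no effect and peptide without receptor for full effect; nearly all actives have a fitted effect of over 50% in size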
# Target sequence (P10828 whole entry, looked up): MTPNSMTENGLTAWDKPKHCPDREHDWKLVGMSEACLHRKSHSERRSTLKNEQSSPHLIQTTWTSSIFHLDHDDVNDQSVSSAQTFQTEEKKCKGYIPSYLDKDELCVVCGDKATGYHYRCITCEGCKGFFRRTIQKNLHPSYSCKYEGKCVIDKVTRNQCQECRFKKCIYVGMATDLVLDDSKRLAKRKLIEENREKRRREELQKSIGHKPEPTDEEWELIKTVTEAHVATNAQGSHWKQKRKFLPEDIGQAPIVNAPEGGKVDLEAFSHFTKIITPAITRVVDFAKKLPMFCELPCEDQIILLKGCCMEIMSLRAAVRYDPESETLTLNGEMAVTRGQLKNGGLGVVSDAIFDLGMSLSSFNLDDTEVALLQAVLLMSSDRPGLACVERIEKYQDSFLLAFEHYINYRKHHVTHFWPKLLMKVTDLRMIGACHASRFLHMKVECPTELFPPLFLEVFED
#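 Assay buffer: 20 mM Tris-HCl, 100 mM NaCl, 10% glycerol, 1 mM EDTA, 0.01% NP-40, 1 mM DTT, 1 uM T3, 5% DMSO; TRb LBD 0.6 uM, Texas Red SRC2 20 nM; FP after 5 hr.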
# TR SRC2 fluor cs: Texas Red fluorescence interference in TRb-SRC2 counter-screen. TRb/SRC2 Texas Red total fluorescence interference. Potency, µM (highest dose often 106 µM), inactives show top-dose fluorescence change, negative = quenching. 0.29% of 280,000 active; active means well fitted curve in either direction with a large enough effect; inconclusive means small, poorly fitted or top-dose-only effect; further: on the % scale 0 is the no-effect control and ±100 the full control effect
#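 Human TRb ligand-binding domain at 0.6 uM with 20 nM Texas Red SRC2 peptide in Tris buffer containing 1 uM T3 and 5% DMSO, incubated with compound 5 h at ambient temperature. Total fluorescence (555/632 nm) calculated as parallel + 2 × perpendicular.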
# Tau ThT inhib: blocks human tau fibril formation measured by thioflavin T; 2.1% of 270,000 active; P10636; Potency, µM (doses to about 57.4 µM), for inactives: at the highest dose activity, negative = inhibition, actives largely listed as inhibitors; recombinant tau K18 P301L (four-repeat tau fragment), heparin-induced fibrillization, ThT fluorescence; further: on the % scale 0 is the no-effect control and ±100 the full control effect; nearly all actives have a fitted effect of over 55% in size
#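 Tau K18 P301L fragment (15 uM unlabeled plus 0.24 uM Alexa 594-labeled) in 100 mM sodium acetate pH 7 with compound, fibrillization induced by 20 uM heparin for 6 hr at 37 C. Thioflavin T (30 uM) added, fluorescence read after 1 hr (ex 450, em 510 nm).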
# An asterisk follows results filed as active; i = inactive; ? = inconclusive; . = not tested or not shown; & = joins results of further samples; [ ] = dose if it differs, or a comment. Unless noted, the call rests on the fitted dose curve; in most records, active means well fitted curve in the direction sought with a large enough effect; inconclusive means small, poorly fitted or top-dose-only effect, or another doubt; inactive means no such curve, though single readings can be large; an effect the other way counts as inactive or inconclusive. Potency means the concentration at half of the fitted maximal effect.
SMILES,Tau FP inhib,Tau fluor cs,HTT ATP protect,RECQ1 helicase,L3MBTL1 block,TRb SRC2 PPI,TR SRC2 fluor cs,Tau ThT inhib
CCOC(=O)c1ccc(NC(=O)c2sc3nc4n(c(=O)c3c2C)CCC4)cc1,10%,?,.,.,.,-4%,-5%,-11%
CCCC[C@@H]1C[C@H]1C(NC(=O)c1ccccc1)c1ccc(-c2ccccc2)cc1 (some centres not stated),8%,5%,-13%,6%,.,-7%,-1%,10%
CC(NC(=O)c1ccco1)C(=O)N1CCc2ccccc2C1 (configuration not stated),7%,-4%,-15%,i,.,1%,-2%,-5%
Cc1ccc(Cn2cc(S(=O)(=O)c3ccc(Cl)cc3)c(=O)c3cc4c(cc32)OCO4)cc1,-7%,-11%,.,.,.,-6%,1%,-7%
NC(=O)C[C@H](NC(=O)Cc1ccc(O)cc1O)C(=O)O,-10%&-2%,-5%&-4%,-18%&-1%,-25%&-6%,.,4%&-3%&0%,-1%&-19%&0%,0%&-11%
Clc1ccc(SCc2cc(N3CCOCC3)nc(-c3ccccn3)n2)cc1,-1%,-5%,.,i,-1%,1%,3%,-8%
NC(=O)C1CCN(c2ccnc3cc(Cl)ccc23)CC1,-9%,-3%,-9%,i,-2%[11.4 µM],-2%,-4%,-8%
COc1cccc(CNC(=O)CCc2nnc(C3CCCCC3)o2)c1,0%,1%,-1%,-4%,2%,-4%,-2%,-1%
COc1ccc(N2C3=C(C(=O)CC(C)(C)C3)C(c3ccccc3OC)C3=C2CC(C)(C)CC3=O)cc1,10%,4%,0%[10 µM],-3%,23%,6%,-2%,-8%
O=C(Cn1nnc(-c2ccccc2NC(=O)c2cccs2)n1)Nc1ccccc1,?,?,-22%,i,2%,-3%,-1%,6%
COC(=O)c1ccc(NC(=O)CC2C(=O)N(c3cccc(OC)c3)C(=O)N2Cc2cccc(OC)c2)cc1 (configuration not stated),-12%,?,.,.,.,5%,-2%,1%
COc1cccc(C(=O)Nc2cc3c(cc2C(C)=O)OCCO3)c1,-6%,-29%,.,-3%,12%,-5%,0%,-5%
CC1CCCN(c2csc3ccc(F)cc3c2=O)C1 (configuration not stated),11%,-11%,.,.,.,11%,-10%,?
COc1ccc(Cc2nnc(N=Nc3c(O)[nH]c4ccc(Br)cc34)[nH]c2=O)cc1,1%,-27%,-24%,i,-3%,2%,-2%,16µM*
CCCSc1nc(NCc2ccco2)c2c3c(sc2n1)COC(C)(C)C3,12%,-23%,-35%,-13%,-1%,2%,2%,-18%
C=CCC(=O)OCC(=O)Nc1ccc(Oc2ccccc2)cc1,1%,-13%,-9%,-6%,4%,-7%,-5%,-14%
CN(C)c1ccc(/C=N/NC(=O)C(=O)/C=C2\NC3(CCCC3)Cc3ccccc32)cc1,7%,-10%,.,i,-19%,2%,-2%,2.2µM*
COc1ccc(NC(=S)N2CCCN(Cc3cc(C)ccc3C)C2)cc1,4%,?,-19%,-21%,?,-7%,0%,-6%
CCN(CC)S(=O)(=O)c1ccc2c(c1)N(CC(=O)NCc1ccc(F)cc1)C(=O)CO2,-1%,-13%,.,.,.,-8%,-1%,2%
CC(C)C(=O)Nc1cc(C(F)(F)F)ccc1-n1ccnc1,-3%,-2%,-3%,-5%,.,-8%,-4%,1%
COCCCNC(=S)N1CCCN(c2nc3cc(C)ccc3cc2C#N)CC1,10%,-15%,11%[10 µM],-2%,29%,9%,-3%,-6%
COc1ccc(C)cc1NC(=O)CNC(=O)Cn1ccc2ccccc2c1=O,4%,-14%,8%[10 µM],i,14%,-3%,-5%,-5%
COc1ccc(-c2cc(C(F)(F)F)n3nc(C(=O)O)nc3n2)cc1,4%,4%,-17%[0.074 µM],i,.,-7%,-5%,-13%
CCC1SC(=NC(=O)c2ccc(Cl)c(Cl)c2)NC1=O (configuration not stated),-11%,-15%,-45%[inhibitor][10 µM],i,.,-13%,1%,-11%
Cc1ccc(C(=O)c2oc3ccccc3c2NC(=O)c2cc(-c3cc(C)ccc3O)n[nH]2)cc1,-19%,?,-13%[10 µM],i,.,1%,-4%,-12%
CNC(=O)COc1ncnc2scc(-c3ccc(F)cc3)c12,6%,-4%,-20%,-6%,.,-7%,2%,-1%
O=C(COc1cccc(C(F)(F)F)c1)N1CCN(c2ccccc2O)CC1,9%,-20%,-37%[inhibitor],-3%,.,-6%,2%,-9%
CCc1nnc(N2CCN(c3ncnc4c3oc3ccccc34)CC2)s1,13%,12%,-15%,-9%,-12%[11.4 µM],7%,-4%,?
O=C(NCCc1c[nH]c2ccccc12)c1ccc(-n2cnnn2)cc1,9%,-14%,-11%[10 µM],-6%,3%,-24%,-3%,?
CCOc1ccccc1NC(=O)CN(c1nccs1)S(=O)(=O)c1ccc(N)cc1,-6%,5%,-6%[10 µM],i,11%,-2%,-7%,15%
CN(C)c1nc(OCCOC(=O)Nc2ccc(Cl)cc2Cl)nc(N(C)C)n1,3%,-9%,-4%[10 µM],-2%,6%,5%,0%,?
Cc1ccnc(NC(=O)c2ccc(NC(=O)c3ccco3)cc2)c1,1%,-6%,-42%[inhibitor],-15%,0%,-1%,-3%,-17%
O=S(=O)(NCc1cc(-c2ccccc2)no1)c1ccccc1,0%,-1%,5%[10 µM],-5%,0%,-5%,-4%,2%
COC(=O)C1=C(N)Oc2cc(C)n(CCN3CCOCC3)c(=O)c2C1c1cccnc1 (configuration not stated),3%,4%,-11%[0.074 µM],-2%,-2%,-12%,-1%,2%
O=C(CN1C(=O)NC2(CCOc3ccccc32)C1=O)Nc1cccc(Cl)c1 (configuration not stated),0%,-14%,-33%[inhibitor],-6%,-46%,5%,-2%,?
O=C(Nc1cc2c(cc1C(=O)c1ccccc1Br)OCCO2)c1cccc(Cl)c1,?,-9%,.,.,.,4%,-10%,5%
CCOc1cc(NC(=S)NCC2CCCO2)c(OCC)cc1NC(=O)c1ccc(OC)cc1 (configuration not stated),?,-27%,0%[10 µM],-6%,-8%,8%,-2%,-13%
COc1ccccc1-n1c(=O)n(C)c2c(C(N)=O)nc(-c3cc(OC)c(OC)c(OC)c3)nc21,-3%,-4%,.,.,.,-3%,?,-4%
Cc1sc2c(c1C)c(=O)n(-c1ccccc1)c1nnc(C)n21,1%,9%,-23%,-6%,5%,-1%,-6%,-2%
O=C(NC(=S)NCC1CCCO1)c1ccccc1Br (configuration not stated),0%,4%,13%[10 µM],-7%,4%,7%[53 µM],-2%[53 µM],3%

# 3 records picked at random from the list so far:
SMILES,Tau FP inhib,Tau fluor cs,HTT ATP protect,RECQ1 helicase,L3MBTL1 block,TRb SRC2 PPI,TR SRC2 fluor cs,Tau ThT inhib
CCN(CC)S(=O)(=O)c1ccc2c(c1)N(CC(=O)NCc1ccc(F)cc1)C(=O)CO2,-1%,-13%,.,.,.,-8%,-1%,2%
COc1ccc(C)cc1NC(=O)CNC(=O)Cn1ccc2ccccc2c1=O,4%,-14%,8%[10 µM],i,14%,-3%,-5%,-5%
COc1ccc(-c2cc(C(F)(F)F)n3nc(C(=O)O)nc3n2)cc1,4%,4%,-17%[0.074 µM],i,.,-7%,-5%,-13%

# The list goes on:
SMILES,Tau FP inhib,Tau fluor cs,HTT ATP protect,RECQ1 helicase,L3MBTL1 block,TRb SRC2 PPI,TR SRC2 fluor cs,Tau ThT inhib
Nc1n[nH]c(CO)n1,2%,-7%,-9%[10 µM],-9%,12%,3%,-1%,-9%
CCOc1ccc(N2CC(=O)N/C2=N\c2nc(C)cc(C)n2)cc1,-1%,2%,-5%,i,5%,3%,-2%,-5%
O=C(NCc1ccccc1Cl)c1ccc2nc(Cc3ccccc3)oc2c1,7%,-21%,.,.,.,6%,1%,-3%
CCCn1c(=O)c2ccccc2n2c(SCc3cc(=O)oc4ccc5ccccc5c34)nnc12,-1%,1%,3%[10 µM],-2%,-8%,3%,1%,-14%
Cc1nc(SCn2nnc3ccccc3c2=O)nc(C)c1C,7%,-8%,-11%[10 µM],-11%,-2%,-3%,-1%,-9%
COc1cc(NC(=O)Nc2ccc(Cl)c(Cl)c2)c(C(=O)O)cc1OC,?,-10%,7%[10 µM],-12%,.,4%,-14%,.
COc1ccc2[nH]c(C)c(CN3CCC(C)CC3)c(=O)c2c1,2%,-10%,-16%,-8%,1%,0%,-2%,-10%
C=CCNc1nc2c(c(=O)[nH]c(=O)n2C)n1CCCCC,-1%,-11%,-28%[10 µM],13%,33%[activator][11.4 µM],-1%,-1%,-2%
Cc1cc(CNC(=O)c2cc(Br)ccc2Cl)nn1C,-1%,0%,10%,-10%,8%[11.4 µM],3%,-1%,-4%
CC1=C(C(=O)NCc2cccc(Br)c2)C2(CCCCC2)OC1=O,5%,-22%,.,.,.,1%,2%,-7%
CCC(=O)c1ccc(OCC(O)CN2CC(C)OC(C)C2)cc1 (configuration not stated),-4%,-4%,1%,-10%,5%,0%,0%,-16%
CC(C)Cn1c(=O)c2ccccc2n2c(SCC(=O)N3c4ccccc4CC3C)nnc12 (configuration not stated),-4%,-3%,15%[10 µM],3%,-8%,5%,-2%,5%
Cc1ccc(-c2nn3c(C)nnc3c3ccccc23)cc1S(=O)(=O)NC(C)(C)CO,1%&-7%,2%&-14%,-6%[10 µM],-8%,-2%,-1%&-3%,-1%&5%,2%&-4%
CCOC(=O)c1cn(CC(=O)Nc2ccc(OC)cc2OC)nn1,-4%&-5%,-21%&-9%,-20%,i,.,-6%&-1%,-4%&1%,-18%&-10%
O=C(C1c2ccccc2Oc2ccccc21)N1CCN(c2ccc(Cl)cc2)CC1,0%,-18%,-50%[inhibitor],i,.,-5%,-4%,-6%
CCCCC1CCCC12NC(=O)NC2=O (configuration not stated),-4%,-6%,-8%[10 µM],0%,6%,1%,-1%,-5%

# This is a subset, so the mix of outcomes need not match the whole.
